Compound activity as filed in PubChem BioAssay.
MBNL1-CUG inh = MBNL1-poly(CUG) RNA binding inhibition; TR-FRET MBNL1-His/biotin-(CUG)12 binding, 665/545 ratio; AID 2675; Potency, µM (series often up to 57.5 µM), inactives show top-dose activity change, negative = inhibition, hits mostly inhibitors; 280,000 compounds, 0.036% hits; active = well fitted inhibition curve with a large enough effect in the signal ratio, with a control signal flat, not every such curve was filed as active; inconclusive = small, poorly fitted or top-dose-only effect, or effect the other way, or a change in a side signal; inactive = no such curve, though single readings can be large or run the other way; the % refers to the signal ratio; note: potency is the fitted concentration of half-maximal effect; % is set by controls: 0 for no effect and ±100 for the full control effect
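Inhibition of protein-RNA binding appears as loss of TR-FRET between terbium anti-His antibody on MBNL1-His and streptavidin-XL665 on biotin-(CUG)12. Activity is normalized to buffer-only and uninhibited-complex controls.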
Menin-MLL TR inh = inhibitors of human menin-MLL interaction, mutant MLL peptide; O00255; Menin + Texas Red MLL mutant peptide, fluorescence polarization; 270,000 compounds, 0.23% hits; Potency, µM (top dose mostly 61.6 µM), for the others: at the top dose FP activity change, negative = inhibition, usual class: inhibitors; active = well fitted inhibition curve with a large enough effect in the polarisation, with a control signal flat, not every such curve was filed as active; inconclusive = small, poorly fitted or top-dose-only effect, or effect the other way, or a change in a side signal; inactive = no such curve, though single readings can be large or run the other way; the % refers to the polarisation; note: potency is the fitted concentration of half-maximal effect; % of control where 0% means no effect; many of its hits are not listed in these tables
PKM2 act = PKM2 (human) enzyme activation; AID 1631; purified PKM2, Kinase-Glo ATP luminescence, activation; response scale: 0% is enzyme alone, no compound; Potency, µM (highest dose often 57.5 µM), inactives show top-dose activation, usual class: activators; 260,000 compounds, 0.34% hits; note: potency is the fitted concentration of half-maximal effect; % is set by controls: 0 for no effect and ±100 for the full control effect; nearly all actives have a fitted effect of over 55% in size
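ATP formation by purified human PK-M2, quantified via coupled luciferase luminescence after 1 h at room temperature with 0.1 mM ADP and 0.5 mM PEP final.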
Mito fusion yeast = inhibitors of mitochondrial division or activators of mitochondrial fusion; S. cerevisiae fusion-defective mutant growth rescue, CellTiterGlo 48 h; Potency, µM (series often up to 46.1 µM), for inactives: top-dose growth rescue (activation), most hits filed as activators; 320,000 compounds, 0.23% hits; AID 485298;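 note: potency is the fitted concentration of half-maximal effect; % of control where 0% means no effect; nearly all actives have a fitted effect of over 45% in size; temperature-sensitive fusion mutants such as fzo1-1 at 37 °C on non-fermentable ethanol glycerol medium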
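S. cerevisiae fusion-defective temperature-sensitive mutants (e.g. fzo1-1, mgm1-5) grown 48 h at 37C in YPEG (ethanol/glycerol non-fermentable) medium with 23 nl compound per well; growth rescue read as CellTiterGlo luminescence.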
TSHR antagonist = antagonists of human thyroid stimulating hormone receptor. activity change, negative = inhibition, % at 11.5 µM. 330,000 compounds, 0.2% hits. TSHR-expressing cells, TSH-stimulated cAMP HTRF, 2 h; hits give low values. AID 504810. P16473;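 active = activity change below a set negative limit, meaning inhibition stronger than a set level, cut at about -70% in these data; inconclusive = activity change between two set negative limits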; note: % is set by controls: 0 for no effect and ±100 for the full control effect
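Cell-based HTRF cAMP assay; TSHR cells + compound, TSH EC80 (4nM final), 2 h, 37 deg C. Lysis with anti-cAMP cryptate and cAMP-d2, 30 min RT, read 665/620 nm.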
Eya2 phos inh = Eya2 (human) phosphatase inhibition. 330,000 compounds, 0.006% hits. Potency, µM (highest dose often 76.9 µM), inactives show top-dose activity, negative = inhibition, actives largely listed as inhibitors. recombinant Eya2, OMFP fluorescence dephosphorylation (OMFP is methylfluorescein phosphate). O00167. AID 488837; note: potency is the fitted concentration of half-maximal effect; % is set by controls: 0 for no effect and ±100 for the full control effect
Target sequence (O00167 whole entry, looked up): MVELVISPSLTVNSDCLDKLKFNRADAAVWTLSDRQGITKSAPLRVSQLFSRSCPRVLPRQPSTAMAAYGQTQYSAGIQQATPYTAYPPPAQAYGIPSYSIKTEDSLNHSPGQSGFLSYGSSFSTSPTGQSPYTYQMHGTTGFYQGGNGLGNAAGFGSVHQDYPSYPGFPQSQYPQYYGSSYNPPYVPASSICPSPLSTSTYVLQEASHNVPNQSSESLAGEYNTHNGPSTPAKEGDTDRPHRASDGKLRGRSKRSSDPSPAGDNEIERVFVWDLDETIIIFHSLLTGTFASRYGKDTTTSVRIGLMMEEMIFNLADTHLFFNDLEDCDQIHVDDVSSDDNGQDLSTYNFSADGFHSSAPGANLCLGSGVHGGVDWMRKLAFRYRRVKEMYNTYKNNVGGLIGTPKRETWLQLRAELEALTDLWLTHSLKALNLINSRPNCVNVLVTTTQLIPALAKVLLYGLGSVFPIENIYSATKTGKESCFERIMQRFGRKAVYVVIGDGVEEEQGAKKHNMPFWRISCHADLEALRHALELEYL
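Eya2 protein (added as 0.2 uM solution) was preincubated with compound for 10 min at ambient temperature in 50 mM HEPES pH 7.5, 50 mM NaCl, 5 uM MgCl2, 0.05% BSA, 1 mM DTT. OMFP (added at 50 uM) then reacted 10 min; fluorescence read at 485/525 nm.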
BCR signal inh = blocks chronic active B-cell receptor signaling; 340,000 compounds, 0.05% hits; AID 493014; Potency, µM (highest dose often 46.1 µM), for inactives: top-dose ratio change, negative = lower green/red ratio, most hits filed as inhibitors; ABC-DLBCL IkBa-CBG/CBR reporter, luminescence ratio, 4 h; active = well fitted inhibition curve with a large enough effect in the signal ratio, with a control signal flat, not every such curve was filed as active; inconclusive = small, poorly fitted or top-dose-only effect, or effect the other way, or a change in a side signal; the % refers to the signal ratio;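 note: potency is the fitted concentration of half-maximal effect; plate controls were basal doxycycline-induced cells for no effect and cells given 10 µM MG132 for full effect; MG132 reads +100%, hits lower the ratio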
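TMD8 ABC-DLBCL cells carrying doxycycline-inducible green luciferase fused to IkappaBalpha plus unfused red luciferase were exposed to compounds (up to 46 uM) for 4 hrs at 37C. Activity came from the overlap-corrected green/red luminescence ratio.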
USP2a block = inhibitors of human ubiquitin-specific protease USP2a. USP2 core, Ub-CHOP2 coupled fluorogenic reporter, 485/531. AID 463254. Potency, µM (titrated, usually from 38.3 µM), without a hit: at the highest dose activity change, negative = inhibition, usual class: inhibitors. 330,000 compounds, 0.01% hits;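 note: potency is the fitted concentration of half-maximal effect; plate controls were DMSO wells for no effect and full inhibition by NEM control for full effect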
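Deubiquitinase activity read as fluorescence (485/531 nm) after Ub-CHOP2 cleavage activates the enterokinase reporter on its substrate; USP2 core 10nM, Ub-CHOP2 and substrate 25nM each, 30min compound preincubation then 60min RT; data normalized to NEM, curves fitted.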
GALK inhibitor = inhibitors of human galactokinase. 270,000 compounds, 0.007% hits. Potency, µM (highest dose often 57.5 µM), inactives show at the highest dose activity change, negative = inhibition, hits mostly inhibitors. Purified GALK, Kinase-Glo residual ATP luminescence. P51570; note: potency is the fitted concentration of half-maximal effect; % is set by controls: 0 for no effect and ±100 for the full control effect
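Galactose (100 uM) and ATP (35 uM) were turned over by 5 nM GALK for 1 h at RT. Kinase-Glo Plus then converted the remaining ATP into a luminescent signal.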
ASM inhibitor = inhibitors of human secretory acid sphingomyelinase; P17405; placental ASM, HMU-PC fluorogenic substrate, 60 min; Potency, µM (titrated, usually from 57.5 µM), for the others: top-dose activity change, negative = inhibition, most hits filed as inhibitors; 340,000 compounds, 0.006% hits; AID 504937; note: potency is the fitted concentration of half-maximal effect
Target sequence (P17405 47-631 limits assumed): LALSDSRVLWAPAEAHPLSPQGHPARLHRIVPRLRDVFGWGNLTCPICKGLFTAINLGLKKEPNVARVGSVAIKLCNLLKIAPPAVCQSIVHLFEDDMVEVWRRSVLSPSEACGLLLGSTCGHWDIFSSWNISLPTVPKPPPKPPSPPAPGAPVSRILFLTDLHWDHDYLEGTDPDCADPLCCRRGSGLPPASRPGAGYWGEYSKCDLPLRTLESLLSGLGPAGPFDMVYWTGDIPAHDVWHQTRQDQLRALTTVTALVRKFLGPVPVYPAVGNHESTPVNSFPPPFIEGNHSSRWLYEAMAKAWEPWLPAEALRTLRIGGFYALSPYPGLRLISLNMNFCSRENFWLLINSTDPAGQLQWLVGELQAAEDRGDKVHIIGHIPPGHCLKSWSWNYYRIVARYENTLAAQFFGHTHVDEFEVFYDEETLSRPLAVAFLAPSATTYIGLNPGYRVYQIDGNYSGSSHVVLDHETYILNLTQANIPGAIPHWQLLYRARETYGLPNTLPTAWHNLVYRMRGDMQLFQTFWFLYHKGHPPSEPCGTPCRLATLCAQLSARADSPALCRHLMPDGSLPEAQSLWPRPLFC
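Human placenta-derived ASM enzyme was preincubated with compound for 10 minutes at room temperature, then given fluorogenic substrate HMU-PC0 (9 uM final) for 60 minutes at 37 °C; a pH 10 stop preceded fluorescence reading at Ex 386/Em 447 nm.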
hERG WT inh = KCNH2 (human, wildtype) channel inhibition; AID 720551; Q12809; activity change, % at 1.84 µM; U2OS, BacMam KCNH2, thallium flux FluxOr; hits give low values; 340,000 compounds, 0.37% hits;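 active = maximum activity change below -70%; inconclusive = maximum activity change between -70% and -50%; inactive = maximum activity change above -50%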; note: % is set by controls: 0 for no effect and ±100 for the full control effect
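U2OS cells transduced with wild-type KCNH2 virus are loaded with FluxOr dye for 45 min, and thallium flux is measured in kinetic reads before and after stimulation buffer. Rate constants are normalized to DMSO controls.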
* marks the source's active call; other numbers are inactive results; & = joins results of further samples; [ ] = another dose, or the depositor's remark. Unless noted, calls come from the whole dose curve; as a rule, active = well fitted curve in the direction sought with a large enough effect; inconclusive = small, poorly fitted or top-dose-only effect, or another doubt; inactive = no such curve, though single readings can be large; an effect the other way counts as inactive or inconclusive.

COc1cccc(C(=O)Nc2cc(NC(=O)c3cccs3)ccc2C)c1OC was read as MBNL1-CUG inh 4%, Menin-MLL TR inh inconclusive, PKM2 act -2%[11.5 µM], Mito fusion yeast 0%, TSHR antagonist 5, Eya2 phos inh -4%, BCR signal inh inconclusive, USP2a block -1%, GALK inhibitor -7%, ASM inhibitor -8% and hERG WT inh -19.
`COCCn1c(=NC(=O)/C=C/c2ccccc2Cl)sc2cc(NC(C)=O)ccc21` gave Menin-MLL TR inh 3%, PKM2 act 10%, Mito fusion yeast 13%, TSHR antagonist 9, Eya2 phos inh -1%, BCR signal inh 0%, USP2a block 1%, GALK inhibitor 0%, ASM inhibitor 13% and hERG WT inh 4.
Screening O=C(CNC(=O)c1ccc(N2C(=O)c3ccccc3C2=O)cc1)OCC(=O)c1cccc2ccccc12 returned MBNL1-CUG inh -11%, Menin-MLL TR inh -22%, PKM2 act -2%, Mito fusion yeast -2%, TSHR antagonist 0, Eya2 phos inh -3%, BCR signal inh 4%, USP2a block 2%, GALK inhibitor 2%, ASM inhibitor -1% and hERG WT inh 30.
COc1ccc(OCc2nn3c(-c4cccc(OC)c4)nnc3s2)cc1 was read as MBNL1-CUG inh -5%, Menin-MLL TR inh 6%, PKM2 act 8%, Mito fusion yeast -9%, TSHR antagonist 6, Eya2 phos inh -5%, BCR signal inh -1%, USP2a block 1%, GALK inhibitor -1%, ASM inhibitor -16% and hERG WT inh -7.
For O=C(c1cccnc1)N1N=C(c2cccs2)CC1c1ccc(F)cc1 (stereo not drawn) the results were MBNL1-CUG inh 11%, Menin-MLL TR inh -13%, PKM2 act 2%, Mito fusion yeast 17%, TSHR antagonist 2, Eya2 phos inh 17%, BCR signal inh 10%, USP2a block 1%, GALK inhibitor -3%, ASM inhibitor 2% and hERG WT inh 0.
For CCOc1ccc(Br)cc1S(=O)(=O)N1CCC(C(=O)O)CC1 the results were MBNL1-CUG inh 5%, Menin-MLL TR inh -1%, PKM2 act -1%, Mito fusion yeast -3%, TSHR antagonist -4, Eya2 phos inh -2%, BCR signal inh 13%, USP2a block 0%, GALK inhibitor 7%, ASM inhibitor 3% and hERG WT inh -6.
FC(F)(F)c1cc(N2CCN(Cc3ccccc3)CC2)c2ccccc2n1 was read as MBNL1-CUG inh -2%, PKM2 act -8%, Mito fusion yeast 7%, TSHR antagonist -14, Eya2 phos inh 0%, BCR signal inh 2%, USP2a block -10%, GALK inhibitor 2%, ASM inhibitor -1% and hERG WT inh 2.
`CCCN(CCC)C(=O)CSc1nc2ccccc2c(=O)n1C1CCCC1` gave MBNL1-CUG inh inconclusive, Menin-MLL TR inh -29%, PKM2 act -7%, Mito fusion yeast 25%, TSHR antagonist -2, Eya2 phos inh -4%, BCR signal inh inconclusive, USP2a block 0%, GALK inhibitor 2%, ASM inhibitor -6% and hERG WT inh -2.
`COc1cc(OC)cc(C(=O)N/N=C\c2ccoc2)c1` gave MBNL1-CUG inh 3%, Menin-MLL TR inh -5%, PKM2 act -11%, Mito fusion yeast -1%, TSHR antagonist 0, Eya2 phos inh 1%, BCR signal inh inconclusive, USP2a block 3%, GALK inhibitor 0%, ASM inhibitor -3% and hERG WT inh 6.
For Cc1ccc(N(CC(=O)N/N=C/c2ccc(OC3CSC3)cc2)S(=O)(=O)c2ccccc2)c(C)c1 the results were MBNL1-CUG inh 0%, Menin-MLL TR inh -11%, PKM2 act 2%, Mito fusion yeast 1%, TSHR antagonist 10, Eya2 phos inh -2%, BCR signal inh inconclusive, USP2a block 2%, GALK inhibitor 0%, ASM inhibitor -4% and hERG WT inh 3.
Cc1cc(=O)[nH]c2c(C)c(Cl)ccc12 was read as MBNL1-CUG inh 15%, Menin-MLL TR inh -9%[11.7 µM], PKM2 act 2%, Mito fusion yeast -1%, TSHR antagonist 5, Eya2 phos inh 3%, BCR signal inh 1%, USP2a block 2% and GALK inhibitor 2%.
For Cc1nnc(NC(=O)CSc2nnc(CC(=O)Nc3ccccc3C)n2C)s1 the results were MBNL1-CUG inh -1%, Menin-MLL TR inh 15%, PKM2 act 4%, Mito fusion yeast -2%, TSHR antagonist 1, Eya2 phos inh -3%, BCR signal inh inconclusive, USP2a block 2%, GALK inhibitor 15%, ASM inhibitor -4% and hERG WT inh -4.
`CCOc1ccccc1CNc1ncnc2ccc(-c3c(C)noc3C)cc12` gave Menin-MLL TR inh -6%, Mito fusion yeast inconclusive, TSHR antagonist -29&-29, Eya2 phos inh -30%&-27%, BCR signal inh inconclusive, USP2a block -2%&-1% and ASM inhibitor 3%.
For COc1cc(S(=O)(=O)N2CCOCC2)ccc1F the results were MBNL1-CUG inh -5%, Menin-MLL TR inh 2%, PKM2 act -1%, Mito fusion yeast -1%, TSHR antagonist -2, Eya2 phos inh 8%, BCR signal inh 1%, USP2a block 3%, GALK inhibitor 9%, ASM inhibitor 0% and hERG WT inh -17.
Screening COC(=O)c1cn(NC(=O)c2ccccc2[N+](=O)[O-])c(=O)c2ccccc12 returned Menin-MLL TR inh 1%, PKM2 act -1%, Mito fusion yeast -3%, TSHR antagonist -5, Eya2 phos inh 24%, BCR signal inh 1%, USP2a block 1%, GALK inhibitor -3%, ASM inhibitor 2% and hERG WT inh 9.
For NC(=O)CCCn1c(C(=O)c2ccc(Cl)cc2)c2ccc([N+](=O)[O-])cc2[n+]1[O-] the results were Mito fusion yeast 0%, TSHR antagonist 2, Eya2 phos inh 12%, BCR signal inh inconclusive, USP2a block 0%, ASM inhibitor -15% and hERG WT inh 16.
`CCOC(=O)C1=C(CN2c3ccccc3CC2C)NC(=O)NC1c1ccccc1` (stereo not drawn) gave MBNL1-CUG inh -7%, Menin-MLL TR inh -14%, PKM2 act 3%, Mito fusion yeast 4%, TSHR antagonist 13, Eya2 phos inh -17%, BCR signal inh 15%, USP2a block 0%, GALK inhibitor -1%, ASM inhibitor -7% and hERG WT inh -1.
For CCc1ccc(NC(=O)CC2C(=O)Nc3c2c(=O)n(C)c(=O)n3C)cc1 (stereo not drawn) the results were MBNL1-CUG inh 3%, Menin-MLL TR inh 8%, PKM2 act -4%, Mito fusion yeast -1%, TSHR antagonist -1, Eya2 phos inh -2%, BCR signal inh 0%, USP2a block 3%, GALK inhibitor -2%, ASM inhibitor 1% and hERG WT inh -16.
`CCN(CC)S(=O)(=O)c1ccc2c(c1)N(CC(=O)Nc1ccc(NC(C)=O)cc1)C(=O)CO2` gave MBNL1-CUG inh 2%, Menin-MLL TR inh -7%, Mito fusion yeast 0%, TSHR antagonist 1, Eya2 phos inh 2%, BCR signal inh -4%, USP2a block 0%, GALK inhibitor -3%, ASM inhibitor 1% and hERG WT inh 6.
Screening COc1ccc(NC(=O)NC2CCCCCCC2)c(OC)c1 returned MBNL1-CUG inh -2%, PKM2 act -2%, Mito fusion yeast 1%, TSHR antagonist inconclusive, Eya2 phos inh -3%, BCR signal inh 1%, USP2a block -1%, GALK inhibitor -8%, ASM inhibitor 0% and hERG WT inh 9.
`O=C1CSC2=NCN(c3ccc4c(c3)OCO4)CN12` gave MBNL1-CUG inh 7%, Menin-MLL TR inh -1%, PKM2 act -4%, Mito fusion yeast 1%, TSHR antagonist 1, Eya2 phos inh 13%, BCR signal inh inconclusive, USP2a block -5%, GALK inhibitor -3%, ASM inhibitor 5% and hERG WT inh -6.
`CCOC(=O)c1sc(N)c(C(=O)Nc2ccccc2)c1C` gave MBNL1-CUG inh -7%, Menin-MLL TR inh 11%, PKM2 act 3%, Mito fusion yeast 2%, TSHR antagonist 2, Eya2 phos inh -22%, BCR signal inh inconclusive, USP2a block 0%, GALK inhibitor -5%, ASM inhibitor -4% and hERG WT inh 27.
Cc1cccc(OCC(=O)NC(=S)Nc2ccccc2N2CCOCC2)c1C was read as MBNL1-CUG inh -1%, Menin-MLL TR inh inconclusive, PKM2 act -4%, Mito fusion yeast 0%, TSHR antagonist 16, Eya2 phos inh 23%, BCR signal inh inconclusive, USP2a block 1%, GALK inhibitor 2% and hERG WT inh -7.
`Nn1c(SCC(=O)NC2CCCCC2)nnc1-c1ccco1` gave Mito fusion yeast -5%, TSHR antagonist 10, Eya2 phos inh -10%, BCR signal inh -1%, USP2a block -3%, ASM inhibitor 1% and hERG WT inh 1.

This is a subset; rates above refer to the full screens.
